Growth percent in the NCI-60 one-dose screen (48 h, 10 µM unless noted): 100 = growth as untreated, 0 = no growth, -100 = all killed.
OVCAR-5 = OVCAR-5 ovarian cancer. 82,000 tested, 2.9% active
ACHN = ACHN renal cancer; 81,000 tested, 4.9% active; AID 1794771
A498 = A498 renal cancer cells | 76,000 tested, 5.4% active | AID 1794774
OVCAR-3 = OVCAR-3 ovarian cancer. 79,000 tested, 7% active. AID 1794787
CAKI-1 = CAKI-1 renal cancer; 75,000 tested, 4.7% active
TK-10 = TK-10 renal cancer cells; 81,000 tested, 3.9% active; AID 1794769
OVCAR-8 = OVCAR-8 ovarian cancer; AID 1794782; 81,000 tested, 4.4% active
RXF 393 = RXF 393 renal cancer cells; AID 1794773; 77,000 tested, 6.9% active
Starred values were filed as active, the others as inactive; · = no result given; & = joins results of further samples; [ ] = another dose, or the depositor's remark. Rule for the calls: active = growth percent below 10; inactive = the rest.

SMILES	OVCAR-5	ACHN	A498	OVCAR-3	CAKI-1	TK-10	OVCAR-8	RXF 393
COc1cccc(N2CCN(c3ncnc4c3[nH]c3ccc(F)cc34)C[C@@H]2C)c1	0.1*	-13*	-23*	-7.7*	-29*	-32*	-97*	-27*
COc1ccc(-n2nc(C)c3c(Oc4ccc(NC(=O)Nc5cc(C(F)(F)F)ccc5F)cc4)ncnc32)cc1	97	50	91	51	58	88	67	87
CC(=O)/C(=C/n1ccc(=O)[nH]c1=S)C(=O)Nc1ccc([N+](=O)[O-])cc1	97	83	94	104	94	115	105	106
O=C(N/N=C/c1ccc(Br)s1)c1[nH]c2ccc(Br)cc2c1-c1ccccc1	52	27	·	9.7*	23	109	2.6*	60
N#CSCc1ccc(CSC#N)c(Br)c1	88	35	113	52	37	70	68	46
COc1ccc(C2(SCCNCc3cc(N(C)C)ccn3)c3ccccc3C=Cc3ccccc32)cc1	9.6*	38	66	15	26	50	9.2*	8.2*
CCN(CCO)CCCNc1ccnc2cc(Cl)ccc12	109	110	88	94	86	99	·	85
O=C(NNC(=O)c1ccc(NC(=O)c2ccccn2)cc1)Nc1ccc(Cl)cc1	100	94	87	111	92	100	88	95
CCCCC(CC)C(=O)Oc1c(Cl)cc(Cl)cc1[N+](=O)[O-] (stereo not drawn)	92	102	97	115	94	108	101	106
COc1ccc(-c2nc(SCCC(C)C)nc(Cl)c2C#N)cc1	109	103	93	·	92	115	108	125
CC(C)(C)n1nnnc1C(Nc1ccc(F)cc1)c1cc2cccc3ccc4cccc1c4c32 (stereo not drawn)	84	91	·	·	59	110	84	68
Cc1nn(-c2ccccc2)c2nc(C)n(Cc3ccccc3)c(=O)c12	98	87	58	100	71	119	95	99
CC(=O)N1C(=O)c2ccccc2C1=O	106	105	112	·	95	99	104	114
CCCCCOC(=O)Nc1nc(=O)n([C@@H]2O[C@H](C)[C@@H](OC(=O)CCC(=O)O[C@H]3CC[C@@]4(C)C(=CC[C@H]5[C@@H]6CC[C@H]([C@H](C)CCCC(C)C)[C@@]6(C)CC[C@@H]54)C3)[C@H]2O)cc1F	111	100	99	102	91	101	89	105
Cc1ccc2nc(-c3ccc(-c4nnc(SCC(=O)Nc5ccc(Cl)cc5)o4)cc3)[nH]c2c1	63	7.3*	74	24	22	38	-12*	·
CCC1C=Cc2ccccc21 (stereo not drawn)	105	93	106	109	92	108	101	110
c1nc2ccc(-c3cc4ccc5[nH]ncc5c4c4c3CCCC4)cc2[nH]1	69	52	50	90	54	62	78	63
CCC(=O)c1cccc2ccccc12	96	104	89	116	106	107	100	100
O=c1ccc(-c2ccccc2)nn1Cc1nnc(NC2CCCCC2)s1	104	93	73	93	88	99	94	101
CC[P+](CC)(CC)c1ccccc1	105	97	100	113	90	108	107	99

A different layout for part of the listing above.
| canonical_smiles | OVCAR-5 | ACHN | A498 | OVCAR-3 | CAKI-1 | TK-10 | OVCAR-8 | RXF 393 |
| --- | --- | --- | --- | --- | --- | --- | --- | --- |
| COc1cccc(N2CCN(c3ncnc4c3[nH]c3ccc(F)cc34)C[C@@H]2C)c1 | 0.1* | -13* | -23* | -7.7* | -29* | -32* | -97* | -27* |
| CC[P+](CC)(CC)c1ccccc1 | 105 | 97 | 100 | 113 | 90 | 108 | 107 | 99 |

The listing continues:
SMILES	OVCAR-5	ACHN	A498	OVCAR-3	CAKI-1	TK-10	OVCAR-8	RXF 393
COC1CCC2CC(C(=O)N3CCC(C(C)C(=O)NCC4CCCCC4)CC3)NC2C1 (stereo not drawn)	97	75	68	88	·	92	83	87
COc1ccc(-c2cc(-c3ccc(C)cc3)nc(NC(=O)c3ccncc3)n2)cc1	101	93	67	94	82	111	97	82
CC(=O)OCCNc1ccccc1	97	96	66	102	97	115	96	99
Cc1cc(I)nc2ccccc12	100	107	117	130	99	113	107	122
COc1ccccc1/C=C/c1nn2c(-c3cccnc3)nnc2s1	112	98	83	·	87	106	98	95
CCN(c1ccc(C(=O)N2CCN(c3ccccc3)CC2)cc1)S(C)(=O)=O	109	109	88	106	96	89	103	·
C1=Cc2ccccc2N(c2nnc(Cc3ccccc3)o2)c2ccccc21	95	92	81	98	72	107	95	95
COc1cc(/C=C2\C(=O)ON=C2C)cc(OC)c1OC	99	97	65	101	91	104	100	114
Oc1[nH]c2ccccc2c1/C=c1/ccc2c(c1)N=C(c1ccc(F)cc1)N=2	104	82	52	81	57	134	86	53
Cc1cc(O)c(/C=N/C(=S)Nc2ccccc2)c(=O)o1	107	96	125	106	96	107	103	108
CC(C)(C)CC(C)(C)Nc1c(-c2ccc(-c3ccccc3)cc2)nc2sccn12	88	97	104	91	71	91	95	·
Nc1nc(-c2ccccc2)c(N=Nc2ccc(Br)cc2)s1	94	73	98	103	66	151	87	104
CS/C(=N\S(=O)(=O)c1ccccc1)NNC(=O)c1c(-c2c(Cl)cccc2Cl)noc1C	126&114	112&102	110&102	114&111	89&83	106&100	101&92	113&97
CC1(C)OC2OC(C3COC(=O)O3)C(O)C2O1 (stereo not drawn)	97	107	115	99	·	100	104	107
O=C1/C(=C\c2cn(C(=O)c3ccc(Cl)cc3)c3ccccc23)c2ccccc2N1c1c(Cl)cccc1Cl	94	98	103	116	86	119	113	151
O=C(Nc1ccc(Oc2ncnc3scc(Nc4n[nH]c(=S)s4)c23)cc1)C1(C(=O)Nc2cccc(C(F)(F)F)c2)CC1	88	96	122	104	82	143	103	118
CCN(CC)S(=O)(=O)c1cccc(-c2ccc3c(NC(=O)C4CC4)n[nH]c3c2)c1	52[6.25 µM]	27[6.25 µM]	9.9*[6.25 µM]	17[6.25 µM]	38[6.25 µM]	35[6.25 µM]	15[6.25 µM]	-12*[6.25 µM]
Nc1ccccc1C(=O)N[C@H]1CC(=O)c2ccccc2NC1=O	101	103	84	101	96	103	95	102
CC(=O)NC1[C@H](OCCCNC(=O)C(F)(F)F)O[C@H](COC(C)=O)C(OC(C)=O)[C@@H]1OC(C)=O (stereo partly drawn)	107	105	95	114	89	103	104	·
S=CN1CCCCC1	·	107	105	102	97	110	97	102
CCCC[n+]1c(/C=C\c2c(OC)cc(OC)cc2OC)ccc2ccccc21	24	9.9*	-23*	-17*	-42*	-13*	-28*	·
N/C(=N\S(=O)(=O)c1ccc2ccccc2c1)Nc1nc2ccccc2[nH]1	77	89	79	94	77	84	84	82
CCCCCCCCCCCCCCNc1nc(C#N)ncc1-c1ccc(C(F)(F)F)cc1	101	100	114	105	95	99	104	106
COC(=O)Nc1ncccn1	95	103	87	117	93	99	98	112
COc1cc(-c2nn(-c3cccc(NC(=O)CN4CCCCC4)c3)cc2-c2ccncc2)ccc1Cl	96	99	85	99	·	97	90	84
O=C(c1ccc(O)cc1)C1[C@H](c2ccc(Cl)cc2)[C@@H](c2ccccc2)NC12C(=O)Nc1ccc(Br)cc12 (stereo partly drawn)	-19*	0.8*	-15*	2.4*	3.9*	1.7*	5.8*	-86*
O=[N+]([O-])c1ccc2nc(CCl)[nH]c2c1	107	85	24	106	80	74	83	69
CC(C)c1cccc(OCC(=O)O)c1OCC(=O)O	103	109	83	102	100	86	99	103
CCN(Cc1ccccc1)C(=O)Nc1c(Cl)cccc1Cl	108&109	102&103	103&111	116&107	87&135	107&105	106&98	109&114
COc1cc(C(N)=O)cc(OC)c1OC	98	105	·	117	91	111	98	119
CC(=O)/C(=C/n1ccc(=O)[nH]c1=S)C(=O)Nc1ccc(Cl)cc1	95	96	100	101	95	109	108	107
CCN(CC)CC(CC)(c1ccccc1)C1(O)CCCC1 (stereo not drawn)	110	105	88	101	89	93	101	124
Cc1ccc(S(=O)(=O)NCCCc2ccccc2)cc1	105	100	111	111	94	98	105	115
S=C(Nc1ccc(-c2nc(N3CCOCC3)c3cccn3n2)cc1)Nc1cccnc1	35	37	-13*	40	61	21	15	18
CC(C(=O)O)N1C(=O)c2ccccc2C1=O (stereo not drawn)	113	112	103	112	102	102	100	116
N#Cc1cc(N)n(-c2nc3c(cnn3-c3ccccc3)c(=O)n2-c2ccccc2)n1	102	100	90	102	95	83	94	101
Oc1ccc(Cl)cc1CNC1CCCCC1	105	111	·	113	116	·	102	111
COc1ccc2cc(C(=O)/C=C/N3CCOCC3)ccc2c1	94	101	97	84	77	80	83	100
O=C(C[N+]12CN3CN(CN(C3)C1)C2)c1ccc(Cl)cc1	112	111	110	114	124	123	105	96
S=C(Nc1ccccc1)Nc1ccc(OCc2nc3ccc(Cl)cc3[nH]2)cc1	109	82	110	85	84	114	88	85

Arranged by length of the SMILES (smallest number first): part of the list above
SMILES	OVCAR-5	ACHN	A498	OVCAR-3	CAKI-1	TK-10	OVCAR-8	RXF 393
COC(=O)Nc1ncccn1	95	103	87	117	93	99	98	112
CC[P+](CC)(CC)c1ccccc1	105	97	100	113	90	108	107	99
COc1cc(C(N)=O)cc(OC)c1OC	98	105	·	117	91	111	98	119
CCN(CCO)CCCNc1ccnc2cc(Cl)ccc12	109	110	88	94	86	99	·	85
CC(C)c1cccc(OCC(=O)O)c1OCC(=O)O	103	109	83	102	100	86	99	103
Cc1ccc(S(=O)(=O)NCCCc2ccccc2)cc1	105	100	111	111	94	98	105	115
COc1cc(/C=C2\C(=O)ON=C2C)cc(OC)c1OC	99	97	65	101	91	104	100	114
Nc1nc(-c2ccccc2)c(N=Nc2ccc(Br)cc2)s1	94	73	98	103	66	151	87	104
Cc1cc(O)c(/C=N/C(=S)Nc2ccccc2)c(=O)o1	107	96	125	106	96	107	103	108
COc1ccccc1/C=C/c1nn2c(-c3cccnc3)nnc2s1	112	98	83	·	87	106	98	95
Nc1ccccc1C(=O)N[C@H]1CC(=O)c2ccccc2NC1=O	101	103	84	101	96	103	95	102
C1=Cc2ccccc2N(c2nnc(Cc3ccccc3)o2)c2ccccc21	95	92	81	98	72	107	95	95
CCCCC(CC)C(=O)Oc1c(Cl)cc(Cl)cc1[N+](=O)[O-] (stereo not drawn)	92	102	97	115	94	108	101	106
S=C(Nc1ccccc1)Nc1ccc(OCc2nc3ccc(Cl)cc3[nH]2)cc1	109	82	110	85	84	114	88	85
S=C(Nc1ccc(-c2nc(N3CCOCC3)c3cccn3n2)cc1)Nc1cccnc1	35	37	-13*	40	61	21	15	18
O=C(N/N=C/c1ccc(Br)s1)c1[nH]c2ccc(Br)cc2c1-c1ccccc1	52	27	·	9.7*	23	109	2.6*	60
N#Cc1cc(N)n(-c2nc3c(cnn3-c3ccccc3)c(=O)n2-c2ccccc2)n1	102	100	90	102	95	83	94	101
CS/C(=N\S(=O)(=O)c1ccccc1)NNC(=O)c1c(-c2c(Cl)cccc2Cl)noc1C	126&114	112&102	110&102	114&111	89&83	106&100	101&92	113&97
COc1cc(-c2nn(-c3cccc(NC(=O)CN4CCCCC4)c3)cc2-c2ccncc2)ccc1Cl	96	99	85	99	·	97	90	84
CC(=O)NC1[C@H](OCCCNC(=O)C(F)(F)F)O[C@H](COC(C)=O)C(OC(C)=O)[C@@H]1OC(C)=O (stereo partly drawn)	107	105	95	114	89	103	104	·
O=C(c1ccc(O)cc1)C1[C@H](c2ccc(Cl)cc2)[C@@H](c2ccccc2)NC12C(=O)Nc1ccc(Br)cc12 (stereo partly drawn)	-19*	0.8*	-15*	2.4*	3.9*	1.7*	5.8*	-86*

Continued.
SMILES	OVCAR-5	ACHN	A498	OVCAR-3	CAKI-1	TK-10	OVCAR-8	RXF 393
ClCC1(Cn2cnc3c(Cl)nc(Cl)nc32)COC1	99	95	90	84	49	85	105	·
Cn1c(=O)c2[nH]c(CO)nc2n(C)c1=O	91&105	104&115	98&70	107	103	105&104	108&101	117
CSC(=S)N/N=C/c1ccccc1	90	89	87	93	96	127	100	113
N#Cc1c(-c2ccc(Cl)cc2)nc(SCc2ccc(F)cc2)nc1N1CCOCC1	99	97	·	·	72	101	95	·
CCSc1cnnc2ccccc12	103	95	89	121	95	116	104	123
N#Cc1ccc(-c2ccc(OCCCCN3CCCCCC3)cc2)cc1	94	103	84	94	100	96	84	93
Cc1nc(-c2ccccc2)cc2c(O)c(C(=O)NN)[nH]c(=O)c12	110	109	100	105	114	161	106	101
O=C(N/N=C/c1ccncc1)c1cc(O)c(O)c(O)c1	101	103	91	100	103	105	100	116
COc1cc([N+](=O)[O-])ccc1S(=O)(=O)Cl	99	106	101	114	98	106	96	·
COc1ccc(-c2nc(C(C)C(=O)O)n(-c3nc(C)cc(-n4nc(C(C)C(=O)O)nc4-c4ccc(OC)cc4)n3)n2)cc1 (stereo not drawn)	95	96	·	108	96	120	96	107
Cc1ccc2[nH]c(O)c(N=Nc3nc(-c4ccccc4)c(C#N)c(=O)[nH]3)c2c1	103	110	·	114	90	104	105	111
Cc1nc2c(cnn2-c2ccccc2)c(=O)n1-c1ccc(NC(=O)c2ccc([N+](=O)[O-])cc2)cc1	89	60	80	98	69	69	66	74
Fc1ccc2c(c1)c(-c1nc(-c3c[nH]c4ncccc34)cs1)cn2CCCN1CCCCC1	88	72	78	62	·	107	77	69
O=[N+]([O-])c1ccc(/C=N\NC(=S)Nc2ccc(F)cc2)cc1	95&115	93&86	119	109&129	106&97	107&109	95&94	105&98
CC(=O)Nc1ccc2ccccc2c1[N+](=O)[O-]	81	94	95	102	99	106	99	111
Nc1nc(NCc2ccccc2)n(S(=O)(=O)c2ccc(F)cc2F)n1	99	107	83	114	89	95	111	87
N[C@H]1C[C@@H](C(=O)O)CC1=C(C(F)(F)F)C(F)(F)F	118	·	91	107	·	92	103	107
C/C=C(\C)C(=O)O[C@@H]1C2C=C3C4CC(=O)O[C@@H](c5ccoc5)[C@]4(C)CC[C@@H]3[C@@](C)(C2=O)[C@@H]([C@@H](OC(C)=O)C(=O)OC)C1(C)C (stereo partly drawn)	95	105	64	102	101	90	91	100
NS(=O)(=O)c1cccc(Nc2nc(SCC(=O)c3ccc(Br)cc3)nc3c2CCCC3)c1	97	66	94	·	53	105	72	70
CC1(C)OCC([C@H]2O[P@](=O)(c3ccccc3)[C@@H](NCc3ccccc3)[C@H]3OC(C)(C)O[C@H]32)O1 (stereo partly drawn)	92	102	106	114	96	97	109	·
O=C(/C=C/Nc1nnc(SCc2ccccc2)s1)c1cc2cc(Br)ccc2oc1=O	119	115	177	108	106	173	108	141

The list is partial; count on the stated rates, not on these rows.
